High-throughput results from PubChem BioAssay.
Rab2 wt GTP = changes GTP binding to wildtype dog Rab2A, up or down; P61105; GST-Rab2 wt beads, Bodipy-GTP binding, flow cytometry; actives 0.19% (n = 190,000); GTP binding activity, % at 10 µM;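 active = GTP binding activity at least 20 points away from 100%, either lowered or raised; inconclusive = signal likely due to the compound's own green fluorescence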;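 note: 0% = beads with excess unlabeled GTP and 100% = no-compound control corrected for plate trend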
Bcl-XL Bim block = disrupts Bim peptide binding to human Bcl-XL; Q07817; bead flow cytometry, fluorescence; inhibition, % at 10 µM; actives 0.04% (n = 190,000); AID 1007
Target sequence (Q07817 whole entry, looked up): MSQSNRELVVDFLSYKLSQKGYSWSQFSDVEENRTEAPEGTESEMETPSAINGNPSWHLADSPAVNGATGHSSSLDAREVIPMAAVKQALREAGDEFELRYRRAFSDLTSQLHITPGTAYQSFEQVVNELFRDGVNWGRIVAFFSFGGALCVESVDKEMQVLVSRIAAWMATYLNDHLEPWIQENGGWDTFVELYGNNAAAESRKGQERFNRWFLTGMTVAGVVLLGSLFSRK
Rab7 wt GTP bind = dog Rab7 wildtype GTP binding, inhibitors and activators. GST-Rab7 beads, fluorescent GTP binding, flow cytometry; actives lie on both sides; untreated = 100%, excess cold GTP = 0%. actives 0.055% (n = 190,000). GTP binding activity (percent of control), % at 10 µM;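 active = fluorescent GTP binding to Rab7 beads changed by at least 20 points from the 100% baseline, either direction, mostly lower; inconclusive = compound itself probably fluorescent, or too few beads counted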;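 note: median green fluorescence of bound Bodipy-FL-GTP per Rab7 bead population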
Rac1 act GTP bind = alters GTP binding to activated mutant human Rac1; GST-Rac1 activated beads, fluorescent GTP binding, flow cytometry; actives lie on both sides; 100% means binding = to untreated wells; percent activity (GTP binding), % at 10 µM; actives 0.11% (n = 190,000);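 active = GTP binding at least 20 percentage points away from the 100% baseline, in either direction, so actives lie on both sides; inconclusive = Compound likely fluorescent itself, or too few beads counted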
Bim-Bcl-B = inhibitors of Bim-Bcl-B interaction, human. Q9HD36. bead-based flow cytometry, Bim peptide-Bcl-B binding. inhibition, % at 10 µM. actives 0.073% (n = 190,000);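 note: 0% = tracer peptide without compound and 100% = reference inhibitor peptide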
Target sequence (Q9HD36 whole entry, looked up): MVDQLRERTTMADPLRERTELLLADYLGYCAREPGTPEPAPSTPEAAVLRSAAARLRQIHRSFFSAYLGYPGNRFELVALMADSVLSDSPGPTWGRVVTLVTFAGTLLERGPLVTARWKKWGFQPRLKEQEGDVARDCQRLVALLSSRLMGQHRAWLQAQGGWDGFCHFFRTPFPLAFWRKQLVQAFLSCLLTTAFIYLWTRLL
Bim-Bcl-W = disrupts Bim peptide binding to human Bcl-W; Q92843; bead-based flow cytometry; inhibition, % at 10 µM; actives 0.02% (n = 190,000); AID 952;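 note: 0% = bound tracer without compound and 100% = peptide blocker; higher means less fluorescent Bim peptide bound to Bcl-W beads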
Target sequence (Q92843 whole entry, looked up): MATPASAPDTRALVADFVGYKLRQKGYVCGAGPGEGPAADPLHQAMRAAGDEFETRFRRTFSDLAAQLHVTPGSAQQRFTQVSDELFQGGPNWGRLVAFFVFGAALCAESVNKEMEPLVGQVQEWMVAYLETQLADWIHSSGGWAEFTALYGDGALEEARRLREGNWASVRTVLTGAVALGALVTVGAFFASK
HRas wt GTP = changes GTP binding to wildtype human HRas. GTP binding activity, % at 10 µM. actives 0.14% (n = 190,000). AID 759. GST-Ras wt beads, Bodipy-FL-GTP binding, flow cytometry; actives lie on both sides;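 active = GTP binding activity at least 20% away from the 100% baseline, either lowered as inhibitor or raised as activator; inconclusive = flagged as likely green fluorescent, judged across all proteins in the well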;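 note: 0% = unlabeled GTP competition control and 100% = no-compound control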
Target sequence (P01112 whole entry, looked up): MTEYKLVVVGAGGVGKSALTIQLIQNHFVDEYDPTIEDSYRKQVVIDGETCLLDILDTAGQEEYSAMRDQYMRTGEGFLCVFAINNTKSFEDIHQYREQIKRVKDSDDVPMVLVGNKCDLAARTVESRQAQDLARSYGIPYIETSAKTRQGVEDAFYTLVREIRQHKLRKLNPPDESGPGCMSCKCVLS
Bcl-2 Bim block = human Bim-Bcl-2 interaction inhibition | P10415 | Bead-based flow cytometry, Bim peptide-Bcl-2 binding | inhibition, % at 10 µM | actives 0.06% (n = 190,000) | AID 950; in the data active = inhibition above about 40%; inconclusive = no clear call, values can overlap the other calls;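 note: 0% = no compound wells with probe peptide and 100% = reference peptide inhibitor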
Rac1 wt GTP bind = alters GTP binding to wildtype human Rac1 | P63000 | GTP binding activity (% of control), % at 10 µM | actives 0.27% (n = 190,000) | GST-Rac1 beads, fluorescent GTP binding, flow cytometry; actives lie on both sides; 0 = cold GTP competed, 100 = untreated | AID 757;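 active = GTP binding activity at least 20 points away from the 100% control level, either lower or higher; inconclusive = compound flagged as likely green fluorescent, judged across all proteins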
Bfl-1 Bim block = disrupts Bim binding to human Bfl-1; Q16548; Bead-based flow cytometry, Bim-Bfl-1 binding inhibition; inhibition, % at 10 µM; actives 0.12% (n = 190,000); AID 1008;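 note: 0% = wells without compound plus tracer and 100% = blocker peptide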
Cdc42 wt GTP = human Cdc42 wildtype GTP binding change, either direction. P60953. GST-Cdc42 beads, Bodipy-GTP binding, flow cytometry; actives lie on both sides. percent activity (GTP binding), % at 10 µM. actives 0.2% (n = 190,000). AID 761;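 active = percent activity GTP binding at least 20 points away from the 100% baseline, either down as inhibitor or up as activator; inconclusive = compound flagged as likely green fluorescent from well-wide comparison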;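 note: median bead fluorescence of bound Bodipy-FL-GTP at 100 nM; 0% = excess unlabeled GTP control and 100% = no compound control; below 100% means less GTP binding so inhibitor and above means activator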
Target sequence (P60953 whole entry, looked up): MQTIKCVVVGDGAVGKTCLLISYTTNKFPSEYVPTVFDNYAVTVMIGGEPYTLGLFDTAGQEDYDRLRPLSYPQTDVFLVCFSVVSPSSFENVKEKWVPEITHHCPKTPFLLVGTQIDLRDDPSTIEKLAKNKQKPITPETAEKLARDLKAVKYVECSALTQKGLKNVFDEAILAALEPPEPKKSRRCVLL
Numbers without * were called inactive; ? = inconclusive; · = no result given. Cut-off read from the data, not from the text of the source, unless noted: active = inhibition above about 40%. This is a random part of the collection (roughly 0.62% active in at least one column).

SMILES	Rab2 wt GTP	Bcl-XL Bim block	Rab7 wt GTP bind	Rac1 act GTP bind	Bim-Bcl-B	Bim-Bcl-W	HRas wt GTP	Bcl-2 Bim block	Rac1 wt GTP bind	Bfl-1 Bim block	Cdc42 wt GTP
O=c1[nH]nc2n1CCCCC2	99	3	91	96	-1	3	98	-2	96	0	100
O=[N+]([O-])c1ccc(O)c(NC(=S)Nc2ccccc2)c1	97	-6	96	96	-9	0	95	-7	100	-9	93
CC(C)(Oc1ccc(CCNC(=O)c2ccc(Cl)cc2)cc1)C(=O)O	94	1	94	100	-4	2	96	5	97	1	97
Cc1nc2ccc(NC(=O)N3CCOCC3)cc2s1	92	0	91	91	-4	-3	91	-1	90	1	92
COc1ccc(N2C(=S)NC3N2C(=S)NC3(C)c2ccccc2)cc1 (stereo not given)	99	0	103	97	-20	6	98	-2	100	1	95
Cc1c(/C=N/NC(=O)C2(O)c3ccccc3-c3ccccc32)cnn1C	100	-3	98	99	-3	-2	99	-3	102	-1	98
O=C(O)c1cn(Cc2ccccc2)nc1-c1cccnc1	98	1	108	92	-2	-2	98	-3	99	-3	94
CCOCCCNC(=O)c1cn(CC(C)C)c(=O)c2cc(OC)c(OC)cc12	101	-4	100	98	-6	0	100	-7	103	-10	101
CC1=NN(C(=O)COc2ccccc2)C(O)(c2cccnc2)C1 (stereo not given)	107	-2	108	96	-1	-2	100	0	100	-4	96
CCN(CC)S(=O)(=O)c1cccc(C(=O)OCC(=O)Nc2ccc3c(c2)c2ccccc2n3CC)c1	100	1	104	101	-1	2	102	4	99	3	98
Cc1ccc(S(=O)(=O)NCC(=O)NC2CCCC2)cc1	96	-4	96	100	-4	-1	103	0	103	-6	104
CCOc1ccc(-c2noc(CCC(N)=O)n2)cc1OCC	96	1	98	95	-7	3	101	-5	100	-13	102
CCCSc1ncnc2sc(C)c(C)c12	97	2	99	97	0	2	96	-3	99	-3	102
Cc1noc(NS(=O)(=O)c2ccc(N/C=C\C(=O)c3ccc4c(c3)OCO4)cc2)c1C	80	15	95	91	12	10	81	5	89	4	81
CCOC(=O)Cc1csc(NC(=O)Cc2cccs2)n1	101	3	102	99	1	2	101	0	102	-4	99
CCC1(C)Cc2[nH]c(=O)c(C#N)cc2CO1 (stereo not given)	102	-2	106	94	-6	-1	99	-4	102	-6	97
CC1(C)COC(c2cccc(C3=NC(C)(C)CO3)n2)=N1	98	-6	98	102	-6	-1	99	-3	107	1	101
COC(=O)c1cccc(S(=O)(=O)N2CCC(NC(=O)Nc3cccc(F)c3)CC2)c1	91	3	93	95	1	1	93	3	95	2	92
NS(=O)(=O)c1ccc(CCNC(=O)COC(=O)/C=C/c2ccccc2Cl)cc1	98	-3	97	99	-3	0	97	0	101	-5	97
Cc1ccc(CN2CCNC(=O)C2CC(=O)N(Cc2c(C)nn(C)c2C)C2CC2)o1 (stereo not given)	99	0	106	95	-6	0	99	-2	101	-5	98
Cc1cc(NC(NC(=O)c2ccco2)(C(F)(F)F)C(F)(F)F)no1	96	3	95	96	-5	0	98	-6	98	-9	98
C#CCNC(=O)C1=C[C@@H](c2csc3ccccc23)[C@H](CCCO)[C@@H](OCC)O1	96	-4	106	96	-4	-3	96	-4	97	-4	96
Cc1nc(C)n(CC(O)COc2ccc3c(c2)CCC3)n1 (stereo not given)	103	-4	101	102	-1	0	103	-3	105	-1	103
COc1ccc(OC)c2[nH]c(=O)c(CCNC(=O)CC(C)C)cc12	100	-2	97	100	-3	-3	101	1	100	0	103
COc1cc(-c2nnc(SCc3ccccc3Cl)o2)cc(OC)c1OC	94	-10	94	92	-7	-1	97	-8	93	-10	94
(list continues)
SMILES	Rab2 wt GTP	Bcl-XL Bim block	Rab7 wt GTP bind	Rac1 act GTP bind	Bim-Bcl-B	Bim-Bcl-W	HRas wt GTP	Bcl-2 Bim block	Rac1 wt GTP bind	Bfl-1 Bim block	Cdc42 wt GTP
O=C(N/N=C\c1ccc(-c2ccc(Cl)c(Cl)c2)o1)C(=O)N1CCCC1	102	-9	105	101	0	0	103	-5	105	-3	102
Cc1c(NC2=C(Cl)C(=O)N(c3ccccc3Cl)C2=O)c(=O)n(-c2ccccc2)n1C	100	-1	102	100	-11	3	102	6	105	19	102
O=[N+]([O-])c1cccc(S(=O)(=O)N2CCCC2)c1	?	·	?	?	·	·	?	?	?	·	?
Cc1cc(/C=C2/C(=N)N3C(c4ccccc4)=CSC3=NC2=O)c(C)n1-c1ccccc1	98	-10	98	96	-11	-3	97	-9	97	-7	100
Cc1ccc(NC(=O)C2CCCN2C(=O)NC2CCCCC2)cc1 (stereo not given)	100	1	102	96	0	2	99	-1	102	-2	96
O=C(N/N=C/c1ccc(-c2ccc([N+](=O)[O-])cc2)o1)C(O)c1ccccc1 (stereo not given)	98	-4	101	98	-14	-5	100	-5	103	-10	104
COc1cccc(C(=O)N2CCN(Cc3cccc(F)c3)CC2)c1	100	-6	98	94	-12	-1	99	-12	96	-15	100
N#C/C(=C\c1ccc(OCC(N)=O)cc1)c1ccccc1	98	-6	96	96	0	-1	100	-5	103	-7	101
Cc1cc(C)cc(OCC(=O)OCC(=O)Nc2c(C)n(C)n(-c3ccccc3)c2=O)c1	100	-1	103	95	-3	-1	98	-4	100	-6	99
COc1ccc(CNC(=O)C2CCCN(c3nc4ccccc4o3)C2)c(OC)c1 (stereo not given)	98	-13	96	97	-9	-4	97	-12	106	-19	101
O=C(COC(=O)CCOc1ccccc1)Nc1ncc(Cl)cc1Cl	98	-4	102	95	-2	-4	101	-1	105	-3	99
O=C1NC(c2ccccc2)C(C(=O)c2cccs2)C(O)(C(F)(F)F)N1 (stereo not given)	103	-1	100	102	-3	-1	106	-2	106	-1	107
Cc1ccc(N2C(=O)C(NC(=O)c3c(F)cccc3F)(C(F)(F)F)C3=C2CC(C)(C)CC3=O)cc1 (stereo not given)	100	-8	97	100	-6	-2	99	-9	100	-4	97
O=C(NC1CCCc2ccccc21)C1CCN(c2c3c(nc4ncnn24)CCC3)CC1 (stereo not given)	95	-1	94	96	0	-1	97	-2	96	-1	97
O=C(Nc1ccc(S(=O)(=O)N2CCCCCC2)cc1)c1ccco1	101	-6	97	101	-7	0	102	-8	107	-10	105
COc1cc(OC)c(C2CC(=O)N3CN(C)CSC3=C2C#N)cc1OC (stereo not given)	101	0	100	97	-21	3	102	2	106	19	100
CCOC(=O)CN(C)Cc1c[nH]c2ccccc12	100	-7	100	100	-2	-1	99	-5	107	-4	108
C=CCN(c1ccccc1)S(=O)(=O)c1cccc(C(=O)OCC(=O)NC2CC2)c1	98	-1	103	95	32	-1	95	35	100	15	96
CCCc1cc(=O)[nH]c(SCCCCN2C(=O)c3ccccc3C2=O)n1	97	-2	101	95	-1	-3	97	0	97	0	95
CCCOc1nc2c(c(=O)n(C)c(=O)n2C)n1Cc1cccc2ccccc12	95	-1	97	95	-1	-1	96	1	95	0	94
COC(=O)CS(=O)(=O)c1ccsc1C(=O)Nc1ccc(F)cc1	94	-3	100	95	-5	-2	95	-6	100	-11	93
CCOC(=O)CC(=O)Nc1nnc(CC(C)C)s1	103	-1	103	102	-7	1	103	-3	109	-16	103
CCN(CC)CCn1c(SCC(=O)Nc2ccc(F)cc2)nc2c(sc3ccccc32)c1=O	97	0	99	98	-5	-3	100	-4	103	-6	103
Cn1nc(-c2ccccc2)c(C(=O)NCC(=O)O)c1Cl	100	-2	103	97	-5	-2	99	-5	96	-10	96
Cc1cc(C(=O)NCC(=O)OCC(=O)N(C(C)C)C(C)C)ccc1[N+](=O)[O-]	100	2	99	95	3	2	98	1	97	2	97

2 compounds picked at random from those above:
SMILES	Rab2 wt GTP	Bcl-XL Bim block	Rab7 wt GTP bind	Rac1 act GTP bind	Bim-Bcl-B	Bim-Bcl-W	HRas wt GTP	Bcl-2 Bim block	Rac1 wt GTP bind	Bfl-1 Bim block	Cdc42 wt GTP
O=[N+]([O-])c1cccc(S(=O)(=O)N2CCCC2)c1	?	·	?	?	·	·	?	?	?	·	?
O=C(N/N=C/c1ccc(-c2ccc([N+](=O)[O-])cc2)o1)C(O)c1ccccc1 (stereo not given)	98	-4	101	98	-14	-5	100	-5	103	-10	104

(next part)
SMILES	Rab2 wt GTP	Bcl-XL Bim block	Rab7 wt GTP bind	Rac1 act GTP bind	Bim-Bcl-B	Bim-Bcl-W	HRas wt GTP	Bcl-2 Bim block	Rac1 wt GTP bind	Bfl-1 Bim block	Cdc42 wt GTP
CCCCCC(=O)NC(=S)Nc1ccc(Cl)cn1	99	7	98	100	5	4	100	8	97	13	99
O=C(Nc1ccc(N2CCOCC2)cc1)c1ccc(Cl)nc1	98	2	97	97	0	0	97	-3	99	-1	97
O=C(N/N=C/c1cnc(N2CCOCC2)s1)c1ccccc1	102	-1	105	96	-3	2	102	-1	100	-5	102
O=C(COC(=O)c1ccc(Br)cc1)NCCc1ccccc1	93	-5	96	97	-1	-1	96	1	95	0	98
Cc1c(N=C2Nc3cccc4cccc2c34)c(=O)n(-c2ccccc2)n1C	103	-8	101	103	-10	-3	104	-7	109	-22	108
Cc1cccc(OCCn2c(-c3ccco3)nc3ccccc32)c1	99	0	100	98	0	3	98	0	99	5	98
O/N=C/CCn1c(=S)sc2ccccc21	98	-7	102	98	-11	-6	101	-4	101	-15	100
C=C(C)CSc1ncc(-c2cccc(C(F)(F)F)c2)cn1	100	-4	102	96	-9	0	100	-2	105	-10	100
O=C(CSc1nnc(-c2ccco2)n1CC1CCCO1)NC1CCCC1 (stereo not given)	99	-14	97	97	-10	-2	99	-7	102	-21	99
CCOc1cc(C(C#N)N2CCOCC2)ccc1OC (stereo not given)	103	-4	101	100	-9	0	104	-5	104	-11	104
Cc1ccc(NC(=O)Cn2cnc3ccccc32)cc1C	102	0	105	97	-4	-3	98	-1	99	-2	97
O=S(=O)(c1cccc(-c2cn3cc(Cl)ccc3n2)c1)N1CCOCC1	100	1	99	98	1	-2	98	-2	100	0	98
CCN(CC)C(=O)Cn1c(=O)n(-c2ccccc2)c(=O)n1CC(=O)N(CC)CC	103	-6	102	102	-3	0	103	-4	107	-4	103
O=C(NC1=NCCS1)c1nc(-c2ccccc2)n(-c2ccccc2)n1	102	-5	98	101	-8	-2	102	-6	108	-17	107
O=C(NC1CCCCC1)c1ccc(COCC(F)(F)F)o1	105	-3	102	103	-1	0	103	-1	107	-14	107
Cc1cc(-c2n[nH]c(=S)n2/N=C/C(Br)=C/c2ccccc2)n[nH]1	95	-4	93	92	-17	-4	94	-6	96	-11	93
O=C(COC(=O)c1ccc2ccccc2n1)Nc1cccc(S(=O)(=O)NC2=NCCCCC2)c1	95	-3	97	95	-5	-1	95	-6	98	-5	94
COc1ccccc1OCCC(=O)OCC(=O)Nc1cc(S(=O)(=O)N(C)C)ccc1Cl	94	0	99	97	1	-1	95	0	92	4	93
